TDP1 cell CPT: DT40-hTDP1 cell growth loss with CPT; 420,000 compounds, 12% hits; Potency, µM (top dose mostly 46.2 µM), without a hit: at the top dose activity change, negative = growth inhibition, hits mostly inhibitors; chicken DT40 Tdp1-/-;hTDP1 cells + 20 nM CPT, ATP luminescence, 48 h; also: nearly all actives have a fitted effect of over 55% in size
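Cell growth measured by CellTiter-Glo luminescence after a minimum 48 h, 37 C compound exposure with 20 nM CPT in Tdp1-knockout DT40 cells stably expressing hTDP1, seeded 400/well; qHTS titration format.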
KAT2A inh: blocks human GCN5L2 histone acetyltransferase; Q92830; GCN5L2 HAT assay, ThioGlo1 CoA-SH fluorescence; Potency, µM (titrated, usually from 58.9 µM), inactives show at the top dose activity change, negative = inhibition, hits mostly inhibitors; 390,000 compounds, 0.21% hits; AID 504327
Target sequence (Q92830 whole entry, looked up): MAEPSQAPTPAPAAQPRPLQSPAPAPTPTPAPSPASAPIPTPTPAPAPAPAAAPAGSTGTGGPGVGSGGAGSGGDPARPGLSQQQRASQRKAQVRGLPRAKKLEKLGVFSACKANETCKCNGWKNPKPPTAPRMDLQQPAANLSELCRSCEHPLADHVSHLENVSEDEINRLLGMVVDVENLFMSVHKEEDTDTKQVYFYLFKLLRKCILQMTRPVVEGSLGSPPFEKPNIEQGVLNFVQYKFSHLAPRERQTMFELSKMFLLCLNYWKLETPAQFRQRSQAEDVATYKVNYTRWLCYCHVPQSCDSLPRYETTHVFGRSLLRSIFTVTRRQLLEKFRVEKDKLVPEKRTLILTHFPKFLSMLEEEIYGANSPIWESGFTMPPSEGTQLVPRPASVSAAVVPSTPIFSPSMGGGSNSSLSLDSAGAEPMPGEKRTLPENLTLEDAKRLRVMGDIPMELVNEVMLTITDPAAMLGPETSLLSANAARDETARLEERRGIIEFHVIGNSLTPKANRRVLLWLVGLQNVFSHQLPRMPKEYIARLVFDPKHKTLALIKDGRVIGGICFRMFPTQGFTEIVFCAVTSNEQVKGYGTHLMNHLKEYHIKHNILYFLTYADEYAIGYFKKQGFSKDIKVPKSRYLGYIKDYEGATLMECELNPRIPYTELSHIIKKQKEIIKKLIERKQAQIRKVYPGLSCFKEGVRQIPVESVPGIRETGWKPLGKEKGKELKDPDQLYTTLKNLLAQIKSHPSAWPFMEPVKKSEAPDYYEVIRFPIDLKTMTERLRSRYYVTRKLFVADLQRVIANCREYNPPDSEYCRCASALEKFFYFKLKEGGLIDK
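Compounds, pin-transferred from DMSO stocks, meet 20nM GCN5L2 for 15 min before the reaction begins with H3(1-25) peptide (75uM) and acetyl-CoA (70uM). Thiol-reactive ThioGlo1 reports CoA release over 20 min at room temperature.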
DT40 TDP1 no CPT: qHTS for Inhibitors of human tyrosyl-DNA phosphodiesterase 1 (TDP1): qHTS in cells in absence of CPT; Potency, µM (titrated, usually from 46.2 µM), for the others: top-dose activity change, negative = growth inhibition, hits mostly inhibitors; 420,000 compounds, 15% hits; AID 686978, 2013; DT40 Tdp1-/- hTDP1 cells, no CPT, ATP luminescence, 48 h; also: nearly all actives have a fitted effect of over 55% in size
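No-CPT arm: Tdp1-/-;hTDP1 DT40 cells (400/well) plus compounds, incubated ≥48 hr at 37 °C. Readout CellTiter-Glo luminescence.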
* marks the source's active call; other numbers are inactive results; ? = inconclusive; nt = no result given; & = joins results of further samples; [ ] = dose if it differs, or a comment. Calls follow the shape of the dose curve; as a rule, active = well fitted curve in the direction sought with a large enough effect; inconclusive = small, poorly fitted or top-dose-only effect, or another doubt; inactive = no such curve, though single readings can be large; an effect the other way counts as inactive or inconclusive. % is scaled to controls: 0 for no effect and ±100 for the full control effect; potency is read from the fitted curve at half-maximal effect.

Order of results – TDP1 cell CPT, KAT2A inh, DT40 TDP1 no CPT
1: COc1ccc(-c2ccc(C(=O)Nc3cccc(Oc4ccccc4)c3)c3occc23)c(C)c1
  23.1µM*, nt, 16.4µM*
2: O=C(NCC1CCCCC1)C1(CC2CC(c3cccc(Br)c3)=NO2)CCNCC1 (stereo not given)
  16.4µM*, 0.5%, 16.4µM*
3: O=C1NC(=O)C(Cc2ccccc2F)(C2CCN(Cc3cccn3-c3cccnc3)CC2)N1 (stereo not given)
  7.5%, nt, -21.0%
4: Cc1cc(N2CCCC(C(=O)Nc3cccc4ccccc34)C2)n2ncnc2n1 (stereo not given)
  ?, -4.3%, ?
5: CCCc1cc(=O)n2nc(N3CCC(C(=O)N4CCN(c5cccc(OC)c5)CC4)CC3)sc2n1
  11.6µM*, 0.5%, 5.8µM*
6: COc1cc2c(cc1OC)CN(CC(=O)NC(=O)NC(C)(C)C)CC2
  -2.7%, -1.7%, -22.2%
7: Cc1ccsc1C(=O)N1CCC1(C)C(=O)NS(=O)(=O)c1ccccc1C(F)(F)F (stereo not given)
  3.2%, nt, 1.2%
8: N#CCCSC(=S)C1CCCC1=N (stereo not given)
  -2.5%, nt, ?
9: CCCCc1nn2c(=O)cc(COC(=O)c3ccccc3NC(=O)c3cccs3)nc2s1
  -10.5%, -5.6%, -7.4%
10: Cc1cccc(C)c1NC(=O)c1ccc2sc([C@@H]3O[C@H](CO)[C@H](O)[C@H](O)[C@H]3O)nc2c1
  -11.3%, nt, 5.2%
11: Cc1ccc(-c2ccc(CCC(=O)O)n2NC(=O)c2ccc([N+](=O)[O-])cc2)cc1
  8.0%, -4.0%, -2.3%
12: Cc1csc(=O)n1CCC(=O)OCc1nnc(-c2ccc([N+](=O)[O-])cc2)o1
  -29.1%, -9.0%, -18.5%
13: Cc1cc(C)cc(NC(=O)Cn2nnc(C(=O)NCc3ccco3)c2N)c1
  ?, -9.5%&-2.7%, -26.7%&-17.8%
14: O=C(NCC1Cc2cccc(-c3ncccn3)c2O1)c1cccc(-c2ccccc2F)c1 (stereo not given)
  -10.1%[9.04 µM], nt, ?
15: COc1cc(C(=O)NCCNC(=O)c2ccco2)cc(OC)c1OC
  -29.7%, nt, -43.5%
16: COc1cc2c(NC3CCN(C)CC3)nc(N3CCCN(C)CC3)nc2cc1OCCOCCN1CCCC1
  -20.2%, nt, 0.9%
17: O=[N+]([O-])c1ccc(NN=C(Oc2ccccc2)c2ccc([N+](=O)[O-])cc2)cc1
  -16.6%, nt, ?
18: O=C(Nc1ccc(S(=O)(=O)N2CCOCC2)cc1)c1cccs1
  -14.8%, -7.9%, -2.1%
19: Clc1ccc(OCCn2ccnc2)c2ccccc12
  ?, nt, -21.6%
20: CCOC(=O)c1cccc(NC(=S)NC(=O)c2cccnc2)c1
  -0.2%, -2.2%, 1.6%
21: CCOc1ccc(/C=C2\SC(=S)N(CC(=O)N(CCO)C(C)(C)C)C2=O)cc1
  ?, -6.9%, ?
22: Cc1ccc(C)c(NC(=O)CCN2CCN(CCO)CC2)c1
  -0.2%, ?, 4.9%
23: O=C1CC(c2cccc(O)c2)Oc2ccccc21 (stereo not given)
  ?, -1.9%, ?
24: Cn1cc(C(=O)NCc2ccc(F)cc2)cn1
  -19.6%, -0.4%, -7.0%
25: COc1cc(CN2CCCC(n3cc(C(=O)N4CCCC4)nn3)C2)cc(OC)c1 (stereo not given)
  -1.6%, nt, -13.9%
26: Cc1ccc(SCc2ccc(C(=O)Nc3cccnc3)cc2)cc1
  -16.9%, -0.9%, -23.6%
27: CCC(C)C(NC(=O)[C@@H](NC(=O)c1ccccc1F)C(C)C)C(=O)OC (stereo not given in full)
  ?, -8.3%, -21.9%
28: Cc1nc(-c2ccc(S(=O)(=O)Oc3ccc(Cl)cc3Cl)s2)cs1
  13µM*, -5.3%, 18.4µM*
29: O=C(Cc1ccc(Cl)cc1)Nc1cc(Cl)ccn1
  -2.2%, nt, -6.0%
30: CCCCOc1ccc(C(=O)NNC(=O)C2C3C=CC(C3)C2C(=O)O)cc1 (stereo not given)
  -18.3%, 1.2%, -17.2%

Among those listed so far, three contain a furan ring, fused or not:
Order of results – TDP1 cell CPT, KAT2A inh, DT40 TDP1 no CPT
1: COc1ccc(-c2ccc(C(=O)Nc3cccc(Oc4ccccc4)c3)c3occc23)c(C)c1
  23.1µM*, nt, 16.4µM*
13: Cc1cc(C)cc(NC(=O)Cn2nnc(C(=O)NCc3ccco3)c2N)c1
  ?, -9.5%&-2.7%, -26.7%&-17.8%
15: COc1cc(C(=O)NCCNC(=O)c2ccco2)cc(OC)c1OC
  -29.7%, nt, -43.5%

(next part)
Order of results – TDP1 cell CPT, KAT2A inh, DT40 TDP1 no CPT
31: N#Cc1c(-c2ccco2)cc(-c2ccccn2)nc1N
  ?, -15.9%, ?
32: Cc1ccc2c(c1)C=CC(C)(C)S2=O (stereo not given)
  -3.6%, 0.5%, -3.6%
33: CN(C(=O)COC(=O)/C=C/c1ccc(F)cc1)c1c(N)n(Cc2ccccc2)c(=O)[nH]c1=O
  ?, -9.9%, ?
34: Cc1ccc(-c2csc3nnc(SCc4csc(C)n4)n23)cc1
  -20.1%, 4.3%, -22.0%
35: CC(=O)Nc1nc(C)nc(-c2ccccc2OC(C)=O)n1
  -6.1%, -18.7%, 0.8%
36: c1ccc(CSc2nnc3ccc(-c4ccncc4)nn23)nc1
  -14.4%, 0.7%, 7.3%
37: C=CCSc1nnc(NC(=O)CCN2C(=O)C3CC=CCC3C2=O)s1 (stereo not given)
  -20.0%, 3.4%, 1.1%
38: COc1ccccc1NC(=O)CN1CCN(CC(=O)Nc2ccc3c(c2)OCO3)CC1
  ?, -3.0%, ?
39: Cc1cc(NC(=O)CCCn2ccc([N+](=O)[O-])n2)n(Cc2ccc(F)cc2)n1
  -10.8%, -4.9%, -28.4%
40: COC(=O)C[C@@H]1CC[C@H](NC(=O)c2ccc3c(c2)OCO3)[C@@H](CO)O1
  -6.6%, nt, 7.3%
41: C#CCNS(=O)(=O)c1ccc(F)cc1Br
  6.7%, nt, 14.3%
42: CN(CC(=O)NC1CCCCC1)S(=O)(=O)c1cccc2cccnc12
  4.1%, -13.6%, -25.1%
43: O=C(c1ccc2nc(-c3ccccc3)c(-c3ccccc3)nc2c1)N1CCCCC1
  ?, 3.2%, 16.4µM*
44: O=C(CCn1c(=O)oc2ccccc21)NCc1ccco1
  2.1%, 23.0%, 13.7%
45: O=C(CC(Nc1ccccc1)c1ccccc1)C1CC1 (stereo not given)
  12.1%, 1.5%, -19.9%
46: O=C(Cc1ccc(NC(=O)C2CCN(C(=O)C3CC3)CC2)cc1)Nc1cccc(C(=O)N2CCCCC2)c1
  1.7%, nt, -10.2%
47: Cc1ccccc1NC(=O)C1(C)Cc2ccccc2C(=O)O1 (stereo not given)
  -9.1%, -10.2%, -16.2%
48: C/C(=N\N(Cc1ccccc1)c1ccccc1)c1cccnc1
  ?, -5.8%, ?
49: COc1cc(C(C)=O)ccc1OCC(O)CN1CCN(c2ccc(C)c(C)c2)CC1 (stereo not given)
  -8.7%, -3.6%, -23.8%
50: CCOCCCn1c(=N)c(C(N)=S)cc2c(=O)n3cccc(C)c3nc21
  ?, -13.5%, ?
51: CCc1ccc(NC(=O)CC2C(=O)N(c3cccc(OC)c3)C(=O)N2Cc2ccc(F)cc2)cc1 (stereo not given)
  23.1µM*, -5.2%, 18.4µM*
52: COC(=O)c1ccccc1S(=O)(=O)N1CCC(C(=O)NC2=NCCS2)CC1
  5.0%, -2.8%, 11.4%
53: COc1ccc(CCN(C)C2CCCN(C(=O)Cn3cnnn3)C2)cc1OC (stereo not given)
  -12.1%, 4.2%, -3.3%
54: C=CCSc1nnc(-c2cccnc2)o1
  -2.2%, -8.1%, 2.1%
55: Cc1ccc(CNS(=O)(=O)c2c(N)n(C)c(=O)n(C)c2=O)cc1
  16.9%, -25.7%, 14.3%
56: CCc1nc2sc3c(c2c(=O)n1CCO)CCC3
  -10.7%, -14.4%, -8.9%
57: CC1CCN(C(=O)COC(=O)c2nn(C)c(=O)c3ccccc23)CC1
  -23.5%, -11.7%, 1.5%
58: Cc1cccc(OCC(O)Cn2c(=N)n(CCN3CCCCC3)c3ccccc32)c1 (stereo not given)
  11.6µM*, -0.2%, 13µM*
59: Cc1ccccc1-c1cccc([C@@H]2C[C@H]3[C@H](CON3C)CN2C(=O)CCc2ccccc2)c1
  -108.0%, nt, -105.7%
60: Cc1cccc(C(=O)Nc2nnc(S(=O)(=O)N3CCOCC3)s2)c1
  -7.3%&-12.2%, -2.6%&-2.9%, 4.2%&-15.0%

Random excerpt: three compounds from above.
Order of results – TDP1 cell CPT, KAT2A inh, DT40 TDP1 no CPT
8: N#CCCSC(=S)C1CCCC1=N (stereo not given)
  -2.5%, nt, ?
23: O=C1CC(c2cccc(O)c2)Oc2ccccc21 (stereo not given)
  ?, -1.9%, ?
57: CC1CCN(C(=O)COC(=O)c2nn(C)c(=O)c3ccccc23)CC1
  -23.5%, -11.7%, 1.5%

Continued:
Order of results – TDP1 cell CPT, KAT2A inh, DT40 TDP1 no CPT
61: CSC[C@H]1CN(Cc2ccccc2)C(=O)[C@@H]1CC(=O)Nc1ccc(Br)cc1
  0.7%, nt, 5.1%
62: CCOC(=O)C1(Cc2ccccc2C)CCCN(C(=O)c2ccnn2C)C1 (stereo not given)
  -3.0%, -14.0%, ?
63: CCOC(=O)C[n+]1c(C)sc2ccc(OC)cc21
  8.2µM*, -12.8%, 8.2µM*
64: O=C1CC(c2cccs2)CC2=C1C(c1ccccc1)n1ncnc1N2 (stereo not given)
  ?, 1.1%, -4.3%
65: O=C(O)c1ccc(N=N/C(=N\Nc2ccc(C(=O)O)cc2)c2ccccc2)cc1
  -27.2%, -2.3%, ?
66: COc1ccc(-c2cc(C(=O)NCc3ccc(Cl)cc3)no2)cc1OC
  -16.7%, 0.3%, -6.4%
67: Cc1ccc(OCC(=O)N(C)CC(=O)Nc2ccc(N3CCOCC3)cc2)cc1
  4.5%, 2.5%, -10.1%
68: COc1ccc(Cl)cc1NC(=S)Nc1cccc(C)c1
  8.2%, 24.7%, ?
69: O=C(CSc1ncn[nH]1)Nc1cc(S(=O)(=O)N2CCCC2)ccc1Cl
  5.8%, -0.2%, -2.6%
70: Cc1cc([N+](=O)[O-])ccc1NC(=O)C(C)[n+]1ccccc1 (stereo not given)
  5.8%, 0.4%, 29.2%
71: COc1cccc(/C=N/NC(=O)c2ccc(N(C)S(=O)(=O)c3ccccc3)cc2)c1OC
  -23.0%, -10.9%, ?
72: Cc1noc(/C=C/Nc2ccc(F)cc2F)c1[N+](=O)[O-]
  3.4%, -13.5%, ?
73: Cc1ccc(CN2CCN(CC3CC4C=CC3C4)CC2)cc1 (stereo not given)
  -23.9%, ?, ?
74: Cc1ccc(NC(=O)CN(C)C(=O)c2ccccc2OCc2c(C)noc2C)cc1
  -22.9%, -3.5%, -13.7%
75: CC(Oc1ccccc1)C(=O)N=Nc1c(O)[nH]c2ccc(Br)cc12 (stereo not given)
  -3.1%, -3.6%, -4.7%
76: Cc1ccc(OCC(=O)N(Cc2ccco2)Cc2ccco2)cc1
  ?, -5.8%, 16.4µM*
77: COc1ccc2oc(=O)c(C(=O)Nc3ccccc3-c3ccccc3)cc2c1
  -3.1%, -6.2%, -7.4%
78: Cc1sc(NC(=O)CS(=O)(=O)c2ccccc2)c(C(N)=O)c1C
  ?, -1.3%, -5.8%
79: COc1ccc(-c2cc(C(F)(F)F)nc(NCCc3ccccc3)n2)cc1
  23.1µM*, 3.3%, 25.9µM*
80: Cc1ccc(N2CC(NS(=O)(=O)c3cccnc3)CC2=O)cc1 (stereo not given)
  8.5%, -2.1%, 7.4%
81: Fc1ccc(-c2noc3ncnc(NCc4cccc(Cl)c4)c23)cc1
  -4.4%, 21.4%, ?
82: Cc1ccc(N2CC(C(=O)Nc3cc(Cl)ccc3-n3cncn3)CC2=O)cc1 (stereo not given)
  -11.7%, -1.2%, -23.3%
83: O=C(NNC(=O)C1CCC1)c1ccccc1
  0.3%, -4.6%, 5.3%
84: O=C(Nc1ccccc1)c1cc(C2CCCCN2C(=O)c2ccc3c(c2)CCO3)on1 (stereo not given)
  23.1µM*, nt, 18.4µM*
85: CCOc1ccc(NC(=O)c2sc3nc4c(c(-c5ccc(OC)cc5)c3c2N)C(=O)CC(C)(C)C4)cc1
  ?, -11.3%, ?
86: COC(=O)C1(C(=O)OC)C[C@H](c2cccs2)N(Cc2ccccc2OC)[C@@H]1c1ccc(F)cc1
  14.6µM*, nt, 14.6µM*
87: COc1ccc(C(C)(C)C)cc1NC(=O)CCN1C(=O)NC(C)(C)C1=O
  -0.3%, -1.1%, -16.2%
88: CC(=O)CNc1ccc(S(=O)(=O)N/N=C/c2ccccc2)cc1
  4.9%, -7.5%, -4.0%
89: COC(=O)C1(CCSC)NC(c2ccc(O)c(OC)c2)C2C(=O)N(c3ccc(C)cc3)C(=O)C21 (stereo not given)
  19.4%, 12.8%, -7.1%

Bioassay records: PubChem, National Center for Advancing Translational Sciences (NCATS)
